AmpC det inh: blocks E. coli AmpC beta-lactamase in presence of detergent; AID 584; Potency, µM (titrated, usually from 28.7 µM), without a hit: at the highest dose activity change, negative = inhibition; purified AmpC, nitrocefin hydrolysis with detergent; P00811; 71,000 compounds, 0.09% hits; active means well fitted curve in the direction sought with a large enough effect
Target sequence (P00811 whole entry, looked up): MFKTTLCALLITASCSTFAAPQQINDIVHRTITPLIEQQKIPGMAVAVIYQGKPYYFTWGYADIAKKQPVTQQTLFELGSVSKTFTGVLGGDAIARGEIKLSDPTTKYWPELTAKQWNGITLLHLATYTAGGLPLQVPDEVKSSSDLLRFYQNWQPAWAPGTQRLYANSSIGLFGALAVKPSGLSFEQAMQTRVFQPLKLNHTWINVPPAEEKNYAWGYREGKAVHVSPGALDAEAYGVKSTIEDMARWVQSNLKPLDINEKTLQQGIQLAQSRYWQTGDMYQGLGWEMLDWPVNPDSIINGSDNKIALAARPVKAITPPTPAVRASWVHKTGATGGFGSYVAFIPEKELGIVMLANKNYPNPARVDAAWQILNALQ
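E. coli AmpC (5.3 nM) in 20 mM phosphate pH 7.0 with 0.01% Triton X-100, preincubated 15 min RT with compound; nitrocefin (2 uL of 800 uM stock) hydrolysis followed by 480 nm absorbance every 20 s over 4 min.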
Active calls of the source: *; & = joins results of further samples; [ ] = remark or other dose. On the % scale 0 is the no-effect control and ±100 the full control effect; potency means the concentration at half of the fitted maximal effect. The list is partial; count on the stated rates, not on these rows.

compound | AmpC det inh
C=CCN(C(=O)Nc1ccc(Cl)cc1)C1CC(=O)N(c2ccc(OC)cc2)C1=O (centres undefined) | -2%
CSC1=C(C#N)C(C)C2=C(CC(C)(C)CC2=O)N1 (centres undefined) | 12%
Cc1nnc2sc(-c3cccc(NC(=O)c4cccnc4)c3)nn12 | -2%
Cc1ccc2cc(CN(Cc3cccs3)Cc3nnnn3C(C)(C)C)c3nnnn3c2c1 | -2%
O=C1c2ccccc2C(=O)N1CCCCN1CCN(CCCCN2C(=O)c3ccccc3C2=O)CC1 | -1%
CCCCN(C)C(=O)C1CCN(Cc2ccccn2)CC1 | 11%
O=C(CN1CCN(Cc2ccccc2)CC1)NCC1COc2ccccc2O1 (centres undefined) | 8%
COc1cccc(NC(=O)NC2(C(F)(F)F)Oc3ccccc3O2)c1 | -2%
Cn1c(=O)[nH]c(=O)c2c1nc(OC(=O)c1ccccc1)n2CC(O)COc1ccccc1 (centres undefined) | 12%
CCn1cc(C(=O)NCC2CCCO2)c(=O)c2cc(S(=O)(=O)N3CCCCCC3)ccc21 (centres undefined) | -5%
COc1cc(NC(=O)C2C3C=CC(C3)C2C(=O)O)c(OC)cc1Cl (centres undefined) | 3%
O=C(COC(=O)c1ccc(S(=O)(=O)N2CCOCC2)cc1)NC1CCCC1 | -2%
Cc1oc(-c2ccc3c(c2)OCCO3)cc1C(=O)NC(CCC(=O)O)C(=O)O (centres undefined) | 9%
CCCc1ccc(Oc2cn[nH]c2-c2ccc(O)c(C)c2O)cc1 | 6%
CCOC(=O)/C=C1\NC(C)(C)Cc2cc(OC)c(O)cc21 | 6%
CCC(=O)Nc1ccc(Cl)c(NC(=O)c2ccc(Br)o2)c1 | -4%
O=C(CN1C(=O)C2CC=C(Cl)CC2C1=O)N1CCOCC1 (centres undefined) | -6%
O=C(Nc1ccc2c(c1)oc1ccccc12)N1CCOCC1 | -1%
Nc1ccc(C(=O)c2ccccc2C(=O)O)cc1Cl | -2%
O=C(CCSc1nc(-c2ccco2)cc(C(F)(F)F)n1)N1CCCc2ccccc21 | -6%
COC(=O)[C@H](CC(C)C)NC(=O)Nc1ccc2c(c1)OCCO2 | -3%
CCn1c(SCC(=O)N2CCc3ccccc32)nc2c(c1=O)SC(C)C2 (centres undefined) | 9%
Cc1cc(C)nc(N2CCN(c3nc(C)cc(C)n3)CC2)n1 | -2%
CCN1C(=O)c2cccc3c(S(=O)(=O)Nc4c(C)n(C)n(-c5ccccc5)c4=O)ccc1c23 | -3%
O=C(c1nn2c(C(F)(F)F)cc(-c3ccccc3)nc2c1Cl)N1CCOCC1 | 0%
O=C(Nc1cccc(Cl)c1Cl)C1CCN(c2ncccn2)CC1 | 14%
CCOC(=O)c1cc(C)n(Cc2ccccc2)c1C | 0%
Cc1ccc(C(C)C)c(OCCN)c1 | -2%
O=C1CCCCC1 | 12%
CC(C)Cc1cc(-c2ccco2)c(C#N)c(N)n1 | 9%

(next part)
compound | AmpC det inh
OCCCNCc1ccccn1 | -6%[5.75 µM]
CC(=O)c1cc2ccccc2oc1=O | 0%[12.8 µM]
O=C1C2CC=C(Cl)CC2C(=O)N1CC1Cc2ccccc2CO1 (centres undefined) | 11%
O=C(c1cccs1)N(Cc1cccc(Cl)c1)C1CCS(=O)(=O)C1 (centres undefined) | 0%
CCN(CCCNc1ncnc2nc[nH]c12)c1cccc(C)c1 | 10%
CCc1nn2c(=O)cc(N3CCN(c4cc(C)nc5ccccc45)CC3)nc2s1 | -5%
COc1ccc(NC(=O)c2ccc(OC)cc2)cc1 | 16%
CC(=O)O[C@H]1CC[C@@]2(C)[C@@H](CC[C@H]3[C@H]2CC(=O)[C@@]2(C)[C@@H]3C[C@H]3CC(C)=CC(=O)[C@H]32)C1 | 0%[5.75 µM]
O=C(O)c1cn[nH]c1-n1cnnn1 | 10%
Cc1ccc(C(=O)NCc2nnc(SCC(=O)Nc3sc4c(c3C#N)CCCC4)n2C)cc1 | -4%
Cc1ccc(OCC(=O)NCCO)cc1C | -4%
COc1ccc(S(=O)(=O)N2CCC(C(=O)N3CCc4ccccc4C3)CC2)cc1OC | -6%
O=C(c1ccncc1)N1CCC[C@@]2(CCN(c3ccccc3)C2)C1 | -6%
Cc1cc(NC(=O)c2noc3c2CCc2ccccc2-3)n(-c2ccccc2)n1 | 12%
Cc1ccc2[nH]c(=O)c3cc(C(=O)N(C)Cc4ccco4)sc3c2c1 | 12%
CC(OC(=O)c1cccs1)C(=O)NCc1ccccc1 (centres undefined) | 8%
CCC(=O)Nc1c(OC(=O)CC)ccc2c(C)cc(=O)oc12 | 5%
CCOC(=O)C1=C(C)NC(=O)C(C#N)C1c1ccco1 (centres undefined) | 0%
Nc1ccc(N=Nc2ccc(-c3ccc(O)cc3)cc2)c2ccc(S(=O)(=O)O)cc12 | -2%[5.75 µM]
N#CCc1ccccc1 | 8%
CCOc1ccc(NC(=O)C2CC(=O)N3CCCN=C3S2)cc1 (centres undefined) | -4%
Cn1c(=O)c2c(nc(NCc3ccccc3)n2C)n(C)c1=O | 8%
O=C(O)CNC(=O)c1ccc2c(c1)OCCO2 | -2%
CCc1ccccc1Nc1ccc(C(=O)O)cc1N | -5%
O=S(=O)(c1ccc(N2CCCC2c2nc3ccccc3s2)nc1)N1CCOCC1 (centres undefined) | -1%
CCCCCCOc1ccc(CN2CCN(C)CC2)cc1 | -2%
CC1(C)CC(=O)C(CC2=C(O)CC(C)(C)CC2=O)C(=O)C1 | -10%
C/C(=N/S(=O)(=O)c1ccc(Cl)c(Cl)c1)OCC(C)(C)C | -4%[5.75 µM]
O=C(CC1NCCNC1=O)Nc1ccc(Oc2ccccc2)cc1 (centres undefined) | -2%
COc1cccc(S(=O)(=O)NCc2ccc(C(=O)NCC3CCCO3)cc2)c1 (centres undefined) | 9%

(cont.)
compound | AmpC det inh
COc1ccc(OC)c(NC(=O)CSCc2cnn(-c3ccccc3)c2-n2cccc2)c1 | 1%
CC(C)(Cl)[N+](=O)[O-] | 15%
CCN1CCn2c1nc(N1CCOCC1)nc2=O | 0%
COC(=O)c1cccc(N2C(=O)c3cccnc3C2=O)c1 | 15%
Cc1ccc(S(=O)(=O)n2nc(C)c(Br)c2C)c(C)c1C | 8%
O=C(CSc1nnc(-c2cnccn2)n1Cc1ccco1)c1ccccc1 | -1%
Cc1cccc(-c2nc(CS(=O)CC(=O)N3CCN(C)CC3)c(C)o2)c1 (centres undefined) | 10%
Cc1cc(C)c2cc(CN(Cc3ccco3)C(=O)NCc3ccccc3)c(=O)[nH]c2c1 | 1%
Cc1nc(C)c(C(=O)OCC(=O)N2CCN(c3ccccc3)CC2)s1 | -4%
N[C@H](C(=O)O)[C@@H](O)c1cnc[nH]1 | -5%[5.75 µM]
Cc1noc(C)c1COC(=O)c1ccc2ccccc2n1 | 4%
Cc1cccc(CC(=O)Nc2c3c(nn2-c2cccc(Cl)c2)CS(=O)C3)c1 (centres undefined) | 0%
CC(=O)Nc1ccc(-c2nn3c(C)nnc3s2)cc1C | -3%
COc1cc(C2C(C(=O)N3CCOCC3)=C(C)NC3=C2C(=O)CCC3)ccc1OC(C)=O (centres undefined) | -1%
Cn1c(=NC(=O)CN2C(=O)C3CC=CCC3C2=O)sc2ccccc21 (centres undefined) | -3%
CC(=O)N1CCC2(CC1)CN(C(c1ccccc1)c1ccccc1)C2 | -2%
CN=C(N)NCCC[C@H](N)C(=O)O | -4%&-4%
COC(=O)C(C)Sc1nnc(Cc2cc(=O)[nH]c(=O)[nH]2)n1-c1cc(C)ccc1C (centres undefined) | 14%
COc1ccc(C(=O)Nc2nc3ccccc3[nH]2)cc1OC | -2%
CN1C[C@H](c2ccccc2)C(O)([C@]2(c3ccccc3)CN(C)C[C@@H](c3ccccc3)C2=O)[C@H](c2ccccc2)C1 (some centres undefined) | -5%[5.75 µM]
COC(=O)Nc1ccc(S(=O)(=O)N(CCO)CC(F)(F)C(F)F)cc1 | 10%
Cc1cc(O)c(NC(=O)c2ccc(Br)o2)cc1C | -2%
COc1cccc(N=C2SC(C(=O)Nc3ccc(F)cc3)CC(=O)N2C)c1 (centres undefined) | 2%
CN1CCN(CCP(=O)(c2ccccc2)c2ccccc2)CC1 | 7%
COCCOC(=O)c1c(C)oc2ccc(OC(=O)c3cccs3)cc12 | 10%
CSc1ccc(/C=N/n2c(C)cc(C)cc2=O)cc1 | -2%
C=CCN1C(=O)CS/C1=N/c1nccs1 | -1%
Cc1ccc(=O)n(C(C(=O)NCc2ccco2)C(=O)c2ccc(F)cc2)c1 (centres undefined) | -5%
COc1ccccc1C(=O)N1CCN(c2nc3cc(C)c(C)cc3cc2C#N)CC1 | 0%
CC1CCN(C(=O)CN2C(=O)C(=O)c3ccccc32)CC1 | 10%

A draw from above in order of SMILES length, smallest number first.
compound | AmpC det inh
CC(C)(Cl)[N+](=O)[O-] | 15%
CN=C(N)NCCC[C@H](N)C(=O)O | -4%&-4%
Cc1noc(C)c1COC(=O)c1ccc2ccccc2n1 | 4%
COc1ccc(C(=O)Nc2nc3ccccc3[nH]2)cc1OC | -2%
Cc1ccc(S(=O)(=O)n2nc(C)c(Br)c2C)c(C)c1C | 8%
O=C(CSc1nnc(-c2cnccn2)n1Cc1ccco1)c1ccccc1 | -1%
COc1ccccc1C(=O)N1CCN(c2nc3cc(C)c(C)cc3cc2C#N)CC1 | 0%

The list goes on:
compound | AmpC det inh
CC(C)C(c1nnnn1Cc1cccs1)N1CCN(C2CCCC2)CC1 (centres undefined) | 9%
Cc1cc(C)n(C2=NS(=O)(=O)c3ccccc32)n1 | -3%
CN(C)Cc1ccccc1-c1cncnc1NCc1cccnc1 | 10%
CCN1C(=O)CC(C(=O)O)SC1=Nc1ccc(OC)cc1 (centres undefined) | 12%
COCCn1c(=NC(=O)CSCC(=O)NC2CCCCC2)sc2cc(OC)ccc21 | 16%
O[C@]1(c2ccccc2)c2ccccc2NC2=NCCN21 | -5%[5.75 µM]
CCOC(=O)c1c(C)n(C(=O)c2ccco2)c(=O)n1C(=O)c1ccco1 | 5%
CNc1ccccc1C(C)(C)c1cc(-c2ccco2)n[nH]1 | 6%
O=C(CN1C(=O)CSc2ncccc21)N1CCOCC1 | 3%
CCn1c(SCC(=O)NCc2ccc(F)cc2)nc2c(c1=O)SC(C)C2 (centres undefined) | 1%
Cc1ccc(CNC(=O)CCc2c(C)nc3ncnn3c2C)cc1 | -3%
CCOC(=O)c1cnc(-n2nc(C)cc2C)nc1NC(C)c1ccccc1 (centres undefined) | 0%
CCC(=O)NC(Nc1cccc(C)n1)(C(F)(F)F)C(F)(F)F | 13%
COc1cc(/C=N/n2c(SC)nnc(C(C)(C)C)c2=O)ccc1O | 5%
CC(C)Cn1c(=O)c(C(=O)Nc2ccncc2)c(O)c2ccccc21 | -5%
CCOc1ccc(-c2nnn(CC(=O)NCc3ccco3)n2)cc1 | 3%
CCc1nnc(NC(=O)CSc2nnc(COc3cccc(C)c3)o2)s1 | 13%
CCSc1nc(N)c2c3c(sc2n1)CN(C)CC3 | -8%
N=c1n(CC(=O)O)c2ccccc2n1Cc1ccccc1Cl | -8%
C=CCN(c1ccccc1)S(=O)(=O)c1ccc2c(c1)oc(=O)n2C | 4%
COc1ccccc1N1CCN(C(=O)c2cc3n(n2)C(C(F)(F)F)CC(c2ccco2)N3)CC1 (centres undefined) | 6%
CC(C)(C)c1ccc(C(=O)CCCSC2=C(C#N)C(c3ccco3)C3=C(CCCC3=O)N2)cc1 (centres undefined) | -1%
O=C(CSc1nnc(-c2ccncc2)o1)Oc1ccccc1 | -1%
Cc1cc(C(=O)O)cc(S(=O)(=O)N2CCOCC2)c1C | -6%
C=CCn1c(SCc2c(C)noc2C)nc2cc(C(=O)O)ccc2c1=O | 9%
COC(=O)C1=C(C)NC(C)=C(C(=O)OC(C)C)[C@H]1c1cccc2nonc12 | -2%[12.8 µM]
O=C(Cc1cccs1)Nc1ccccc1C(=O)O | 3%
N#Cc1cccc(-c2nc3cnc(N4CCOCC4)nc3n(Cc3ccc(F)cc3)c2=O)c1 | -1%
CCCc1nc2ccccc2c(=O)n1NC(=O)c1c(O)c2cccc3c2n(c1=O)CCC3 | 3%
COc1c(O[C@H]2O[C@@H](CO)[C@@H](O)[C@@H](O)[C@@H]2O)cc2c(c1OC)-c1ccc(SC)c(=O)cc1[C@H](NC(C)=O)CC2 | 0%[12.8 µM]

Shown field by field: two of the compounds above.
CCOC(=O)c1c(C)n(C(=O)c2ccco2)c(=O)n1C(=O)c1ccco1
  AmpC det inh: 5%

CNc1ccccc1C(C)(C)c1cc(-c2ccco2)n[nH]1
  AmpC det inh: 6%

Following part.
compound | AmpC det inh
COc1ccc(C(c2sc3nc(C)nn3c2O)N2CCc3ccccc3C2)cc1 (centres undefined) | 9%
O=C(CCn1nnc(-c2cccs2)n1)N1CCc2ccccc2C1 | 2%
CC(NC(=O)c1cc(-c2cccs2)on1)c1ccccc1 (centres undefined) | 9%
O=C(CCNc1n[nH]c(=O)[nH]c1=O)N1CCCCC1 | -4%
Cc1ccc(Cn2nc(C)c(NC(=O)c3noc4c3CCCCC4)c2C)cc1 | -8%
CC(C)C(C(=O)NC(C)(C)C)N1C(=O)c2ccccc2C1=O (centres undefined) | 1%
O=C(Nc1ccc2c(c1)CCC2)C1CCCN(c2ncccn2)C1 (centres undefined) | 10%
CCC(C)NC(=O)c1ccccc1NC(=O)C(C)N(c1ccccc1)S(C)(=O)=O (centres undefined) | -2%
CCOC(=O)C1CCN(C(=O)COc2cc(C)c(Br)cc2C)CC1 | -4%
CCN(CC)c1ccc(CN(C(=O)c2ccco2)C2CCS(=O)(=O)C2)cc1 (centres undefined) | 3%
c1cncc(CNc2ccnc(-c3ccc4c(c3)OCO4)n2)c1 | 9%

Source: PubChem (National Center for Advancing Translational Sciences (NCATS))
